Keap1-Nrf2 PPI = Keap1-Nrf2 (human) interaction inhibition. Keap1 Kelch-Nrf2 peptide fluorescence polarization, 1536-well. AID 504523. inhibition, % at 9.4 µM. Q14145. 340,000 compounds, 0.15% hits; in the data active = inhibition above about 12%;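 note: human Keap1 Kelch domain with fluorescein labeled Nrf2 9mer peptide probe; 0% = neutral control wells and 100% = peptide positive control; higher means more block of Keap1 binding to Nrf2 peptide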
Target sequence (Q14145 whole entry, looked up, the tested form may be a part): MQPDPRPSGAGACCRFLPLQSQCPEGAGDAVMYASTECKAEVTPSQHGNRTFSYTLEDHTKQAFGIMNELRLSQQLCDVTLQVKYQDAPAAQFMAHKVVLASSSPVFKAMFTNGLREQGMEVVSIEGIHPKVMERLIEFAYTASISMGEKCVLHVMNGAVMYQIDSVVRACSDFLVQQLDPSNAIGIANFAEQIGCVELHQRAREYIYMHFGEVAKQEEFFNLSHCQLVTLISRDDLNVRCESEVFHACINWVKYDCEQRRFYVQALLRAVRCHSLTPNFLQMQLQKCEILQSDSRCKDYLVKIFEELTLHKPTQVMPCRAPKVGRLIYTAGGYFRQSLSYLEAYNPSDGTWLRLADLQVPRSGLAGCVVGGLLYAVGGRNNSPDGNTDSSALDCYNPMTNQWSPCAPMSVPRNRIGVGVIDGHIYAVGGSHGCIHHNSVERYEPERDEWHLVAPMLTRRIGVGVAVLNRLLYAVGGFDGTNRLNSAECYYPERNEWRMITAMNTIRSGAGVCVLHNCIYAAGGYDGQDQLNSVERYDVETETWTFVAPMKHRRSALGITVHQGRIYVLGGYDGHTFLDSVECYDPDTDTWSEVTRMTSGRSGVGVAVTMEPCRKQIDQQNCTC
DAGLB inhibitor = diacylglycerol lipase beta (human) inhibition; HEK293T DAGLB membrane lysate, EnzChek fluorogenic substrate; inhibition, % at 5.17 µM; 340,000 compounds, 0.059% hits; AID 504411; Q8NCG7; in the data active = inhibition above about 34%;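 note: 0% = enzyme with vehicle and 100% = wells lacking enzyme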
CAL PDZ FP-1 = inhibitors of human CAL PDZ peptide binding; AID 504414; purified CAL PDZ, TMR-peptide fluorescence polarization, 1 h; 330,000 compounds, 0.02% hits; inhibition, % at 20 µM; Q9HD26;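 active = highest replicate inhibition of at least 40%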;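 note: plate controls were DMSO neutral control wells for no effect and unlabeled competitor peptide control wells for full effect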
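Test system: purified CerCALP PDZ construct; Compound dosing: one concentration, 20 µM compound; Also added: TMR-labelled reporter peptide T*-PRC34 bound in PDZ groove; Read-out: inhibition from polarization loss; Controls: unlabelled peptide and DMSO controls; Signal: FP readout, S and P plane fluorescence; Incubation: 1 h at RT.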
C-LANA FP = inhibitors of KSHV LANA C-terminal domain DNA binding; inhibition, % at 9 µM; MBP-C-LANA/FAM-LBS DNA binding, fluorescence polarization; 340,000 compounds, 0.078% hits;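 active = highest replicate inhibition at or above 60% at 9 µM, even if other replicates fall short; inactive = all replicates below 60% inhibition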;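 note: 0% = neutral control wells and 100% = 4 µM acridine orange control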
CAL PDZ FP-2 = inhibitors of human CAL PDZ peptide binding | inhibition, % at 24.9 µM | AID 602252 | purified CAL PDZ, TMR-peptide fluorescence polarization, 1 h | Q9HD26 | 300,000 compounds, 0.92% hits;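 active = mean inhibition of at least 30% with at least half of replicates also reaching 30%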;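 note: 0% = DMSO neutral control and 100% = excess unlabeled competitor peptide PRC23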
Cardiac RTF inh = cardiac RTF calcium desensitization | IANBD-labeled cardiac RTF, Ca2+ fluorescence | inhibition, % at 7.15 µM | 340,000 compounds, 0.12% hits | AID 493244;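 active = inhibition above the mean inhibition of all tested compounds plus 3 SD, cut at about 17% in these data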;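 note: assay run at fixed EC70 calcium of 1.6 mM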
cardiac RTF act = increases calcium sensitivity of human cardiac regulated thin filaments | IANBD-labeled TnC RTF fluorescence at EC20 calcium; 0% EC20 calcium, 100% full calcium | 340,000 compounds, 0.24% hits | activation, % at 7.2 µM;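 active = activation above the mean over all tested compounds plus 3 SD, cut at about 30% in these data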;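 note: rise in fluorescence read as greater calcium sensitivity of cardiac thin filaments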
Rtt109 HAT inh = inhibitors of Candida albicans Rtt109/Vps75 histone acetyltransferase; Q5AAJ8; purified Rtt109/Vps75, ThioGlo CoA-SH fluorescence, 4 h; inhibition, % at 34.9 µM; 330,000 compounds, 0.16% hits; AID 540336;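 active = inhibition of at least 50% in every replicate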
Target sequence (Q5AAJ8 whole entry, looked up): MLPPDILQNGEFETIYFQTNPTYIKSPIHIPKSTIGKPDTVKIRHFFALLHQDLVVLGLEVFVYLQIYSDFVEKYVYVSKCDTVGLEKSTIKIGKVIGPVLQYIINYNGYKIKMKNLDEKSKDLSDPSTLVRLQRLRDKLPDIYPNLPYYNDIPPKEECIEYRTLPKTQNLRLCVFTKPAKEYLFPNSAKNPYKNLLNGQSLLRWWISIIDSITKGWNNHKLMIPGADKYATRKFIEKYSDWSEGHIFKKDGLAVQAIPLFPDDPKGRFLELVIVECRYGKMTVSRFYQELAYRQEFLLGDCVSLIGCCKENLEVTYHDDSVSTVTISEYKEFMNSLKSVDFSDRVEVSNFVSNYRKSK
PKA-R2B activ = activators of human PKA-R2B complex; 340,000 compounds, 0.079% hits; AID 504700; PKA-R2B holoenzyme dissociation, Cy5-IP20 fluorescence polarization; R2B truncated from residue 108, S112A mutant; 0% DMSO only, 100% 113 µM cGMP; activation, % at 11.4 µM; P22694+P31323;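 active = activation above a cutoff set at the mean over all compounds plus 3 SD, cut at about 18% in these data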;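 note: higher means more holoenzyme dissociation and a rise in polarization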
SR-BI DiI-HDL act = activators of SR-BI mediated HDL lipid uptake; activation, % at 12.5 µM; CHO ldlA[mSR-BI] cells, DiI-HDL uptake fluorescence, 3 h; 100 = double the neutral-control signal; AID 504775; 320,000 compounds, 0.096% hits;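 active = mean replicate activation of at least 60% and every replicate at or above 60%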;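 note: 0% = median plate neutral-control signal and 100% = twice that signal; values of inactives mirror those of a sister screen read the other way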
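Material: SR-BI-overexpressing, LDLR-lacking CHO cells | Dosing: Single compound concentration, delivered by pin transfer | Probe or stimulus: Labelled HDL, 10 µg/mL | Signal: Bottom-read cell fluorescence after medium removal, ex 550/em 595 nm | Schedule: 3 h, 37 °C | Evaluation: HDL uptake via cellular fluorescence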
Active calls of the source: *; . = no result given; & = joins results of further samples.

Start of the listing, in advance, two compounds:
SMILES	Keap1-Nrf2 PPI	DAGLB inhibitor	CAL PDZ FP-1	C-LANA FP	CAL PDZ FP-2	Cardiac RTF inh	cardiac RTF act	Rtt109 HAT inh	PKA-R2B activ	SR-BI DiI-HDL act
O=C(CCN1C(=O)c2ccccc2C1=O)NC(=S)Nc1ccccc1Cl	-4	-1	-2.1	-1.3	1	-4	-8	.	6	7
CSc1ccccc1C(=O)Nc1cccc(N(C)S(C)(=O)=O)c1	-1	-1	0.1	0.5	-2	1	0	-8	2	-1

All compounds of this part, previewed entries included:
SMILES	Keap1-Nrf2 PPI	DAGLB inhibitor	CAL PDZ FP-1	C-LANA FP	CAL PDZ FP-2	Cardiac RTF inh	cardiac RTF act	Rtt109 HAT inh	PKA-R2B activ	SR-BI DiI-HDL act
O=C(CCN1C(=O)c2ccccc2C1=O)NC(=S)Nc1ccccc1Cl	-4	-1	-2.1	-1.3	1	-4	-8	.	6	7
CSc1ccccc1C(=O)Nc1cccc(N(C)S(C)(=O)=O)c1	-1	-1	0.1	0.5	-2	1	0	-8	2	-1
O=C1Nc2ccccc2Oc2cc([N+](=O)[O-])ccc21	1	2	-1.7	.	0	-10	0	3	-3	-21
CC(NC(=O)[C@@H](C)NC(=O)[C@@H]1Cc2ccccc2CN1C(=O)OC(C)(C)C)c1ccccc1 (stereo partly specified)	1	-1	-1.8	-1.8	0	-7	-2	1	0	2
CC1(C)CC(NC(=O)c2ccccn2)CC(C)(C)N1O	-6	-2	-2.8	0.1	-5	0	3	-3	4	44
Cc1ccc([N+](=O)[O-])cc1NCC(=O)NN	-3	-2	0.2	-1.1	-2	2	-3	5	1	9
COC(=O)c1cnc(Oc2c(Cl)cc(N)cc2Cl)cc1C(F)(F)F	2	-5	2.0	-0.2	-2	5	-3	8	-2	-16
Cc1ccc(-c2cc(C(=O)NCc3cnn(C)c3)c3cc(Br)ccc3n2)cc1	-4	-2	-0.4	0.8	0	-15	-11	-10	-12	-40
O=C(COc1cccnc1[N+](=O)[O-])N1N=C(c2ccc(Cl)cc2)CC1c1ccco1 (stereo unspecified)	-1	-1	-2.4	-1.0	-6	-3	-3	3	8	-8
N#CCCn1cc(C(=O)Nc2ccc(C(=O)O)cc2)c(-c2ccc([N+](=O)[O-])cc2)n1	3	0	-0.4	0.8	-4	-5	3	-2	-4	-39
COc1ccccc1C(=O)Nc1ccccc1C(=O)NCc1ccco1	-6	-4	-2.1	1.5	-5	0	2	10	10	-3
CC(C)(C)n1nnnc1C(c1ccccc1)N1CCc2ccccc2C1 (stereo unspecified)	-1	-4	-3.4	0.1	4	3	-4	26	-5	.
CC(=O)Nc1cc(C(=O)OCc2cccc([N+](=O)[O-])c2)ccc1C	2	0	-1.6	-1.0	-1	-3	1	-6	-2	-35
CCCS(=O)(=O)Nc1c(OC)ccc2c1c(C(=O)OCC)c(C)n2C	-7	0	-1.7	3.3	-5	4	11	0	-4	-3
CC(C)(C)Nc1scc(-c2ccccc2)[n+]1-c1ccccc1	0	0	0.2	0.4	.	-1	0	-1	-2	-6
Cc1ccc(N(CC(=O)NC2CCCCC2)C(=O)c2ccc(C)s2)cc1	-3	-3	-2.2	-0.6	-3	2	2	2	-6	-22
COCC(C)NC(=O)C(C)N1c2cccc3cccc(c23)S1(=O)=O (stereo unspecified)	0	-2	-1.5	-0.5	1	-1	-1	-31	-1	-9
COc1cnc(-c2ccccn2)nc1Sc1ccc(C)cc1	1	-1	-1.3	0.7	.	-3	2	3	-1	-13
CC(C)CC(=O)N1CCN(C(=O)c2cccc(F)c2)CC1	-1	-1	-0.2	0.2	-9	-9	-7	-15	-6	21
Cc1ccc(F)cc1NC(=O)C1CC(=O)N(CCc2ccccc2)C1 (stereo unspecified)	-7	1	-1.4	0.3	-1	-3	-3	-6	-14	8
O=C(c1ccco1)N1CCN(C(=O)c2ccc(-c3ccc([N+](=O)[O-])cc3)o2)CC1	-7	4	-0.2	0.0	.	13	1	-2	-5	-28
COc1ccc(NC(=O)C2(S(=O)(=O)c3ccc(C)cc3)CC2)cc1	1	-2	-2.9	-2.2	-1	0	-4	5	-8	26
O=C1C(Cl)=C(NCC2CCCO2)C(=O)N1c1ccccc1 (stereo unspecified)	-2	0	-1.1	-0.4	1	-4	2	-2	-2	8
CCOC(=O)n1c(SCC(N)=O)nc2ccccc21	-2	0	.	0.2	-6	5	3	5	3	5
COc1ccc(CC(=O)OCC(=O)c2ccc[nH]2)cc1	-4	-6	-2.2	0.0	2	3	3	-9	6	14
NS(=O)(=O)c1ccc(CCNC(=O)Cc2ccc(S(=O)(=O)N3CCCC3)s2)cc1	4	-6	-1.5	0.9	-2	-5	-1	4	5	.
CC(=O)c1ccc(N=Cc2c(O)n(-c3cc(Cl)ccc3N3CCOCC3)c(=O)c3ccccc23)cc1	-2	2	-1.7	0.3	5	-4	3	-4	-6	.
CCSc1nnc(-c2ccncc2)o1	4	4	-0.1	2.9	-3	-11	6	3	4	13
Cc1occc1C(=O)N/N=C/c1sc(N2CCOCC2)nc1-c1ccccc1	-1	-2	-0.5	-0.4	.	-13	6	-9	-4	8
O=S(=O)(NCc1cccc(C(F)(F)F)c1)NCc1ccccc1F	-5	0	-1.2	1.4	-1	-7	-5	.	0	8
CC(C)CNC(=O)C1Nc2ccccc2C2C=CCC12 (stereo unspecified)	4	0	-0.2	0.0	-2	0	-5	0	-7	2
CN(C)S(=O)(=O)c1ccc(Nc2nc(C3CC3)nc3c2nnn3Cc2ccccc2Cl)cc1	0	-1	-1.5	1.1	-2	-7	-2	-2	-3	3
COc1ccc(N2CCN(Cc3nc4scc(-c5ccccc5)c4c(=O)[nH]3)CC2)cc1	-5	-1	-2.7	-0.3	-5	-16	-4	5	3	-19
CCc1ccc(C(=O)CN2CCSC2=N)cc1	-5	-1	-0.8	0.5	-6	6	-2	-6	-15	36
CCC(=O)N1CC23C=CC(CC2CC12CCCCC2)O3 (stereo unspecified)	1	-1	-0.4	0.1	-2	-5	-5	-11	10	5
COc1ccc(S(=O)(=O)N2CCCC2CNC(=O)C(=O)NC2CC2)cc1 (stereo unspecified)	0	-1	-2.6	1.2	-2	-11	-3	1	3	5
COc1ccc(N=Nc2ccc(N)nc2N)cc1	-3	10	1.9	0.0	-3	0	-6	17	-9	-10
COc1ccccc1OCCNC(=O)CCNC(=O)c1ccccc1Cl	3	0	-2.2	0.9	-4	-2	1	3	-7	2
CC(=O)c1sc(-c2ccccc2)cc1NS(=O)(=O)c1ccccc1	0	.	-0.6	0.0	2	.	.	-11	.	6
CCc1ccccc1NC(=O)CN1CCN(CC(=O)Nc2ccc(-c3ccccc3)cc2)CC1	1	0	-2.4	-0.8	3	-11	-1	14	1	.
O=C(Cc1ccc(S(=O)(=O)N2CCCCC2)cc1)NCc1ccc(Cl)cc1	-1	-2	0.1	0.9	0	-2	-2	10	-6	-3
CCCC(CCC(=O)Nc1ccc(C(=O)OC)cc1)C(=O)O (stereo unspecified)	2	-2	-0.8	-0.8	2	5	-4	29	-3	.
CCOC(=O)C(C)n1nc(/C=C/c2ccc(OC)cc2)ccc1=O (stereo unspecified)	2	0	-1.2	-0.4	-1	-5	-2	2	-2	-24
CCCn1c(=S)[nH]c2cc(C(=O)N(CCO)Cc3ccccc3)ccc2c1=O	-2	2	-1.1	-1.4	0	-1	3	-1	-2	6
O=C(CC1(O)C(=O)Nc2ccccc21)c1cccnc1 (stereo unspecified)	-4	0	0.4	-1.7	-2	4	-1	-5	3	11
O=C(O)c1ccc(/C=N/n2cc(-c3ccccc3)[nH]c2=S)cc1	-3	-2	-2.7	-2.5	-6	-10	0	6	-3	.
Cc1cc(Cl)ccc1OCC(=O)NNC(=O)c1cccnc1	-2	-3	-0.8	-2.6	-1	-5	12	-4	7	11
CCN(C(=O)CO/N=C/c1ccc(OC)cc1OC)c1c(N)n(Cc2ccccc2)c(=O)[nH]c1=O	1	0	0.0	0.1	0	0	1	6	0	5

Ordered by value in CAL PDZ FP-2 (descending): 4 of the compounds above
Structure | CAL PDZ FP-2
CC(C)(C)n1nnnc1C(c1ccccc1)N1CCc2ccccc2C1 (stereo unspecified) | 4
O=C(CCN1C(=O)c2ccccc2C1=O)NC(=S)Nc1ccccc1Cl | 1
CCN(C(=O)CO/N=C/c1ccc(OC)cc1OC)c1c(N)n(Cc2ccccc2)c(=O)[nH]c1=O | 0
COc1ccc(NC(=O)C2(S(=O)(=O)c3ccc(C)cc3)CC2)cc1 | -1

More records.
SMILES	Keap1-Nrf2 PPI	DAGLB inhibitor	CAL PDZ FP-1	C-LANA FP	CAL PDZ FP-2	Cardiac RTF inh	cardiac RTF act	Rtt109 HAT inh	PKA-R2B activ	SR-BI DiI-HDL act
NNC(=O)c1ccncc1	-4	0	-0.5	1.7	-3	-6	5	0&-6	-4	2
COc1ccccc1N(CN1C(=O)c2ccccc2C1=O)C(=O)c1cccc(C)c1	-3	-1	-0.6	1.4	-3	-15	1	5	-1	14
O=C(Nc1ccc2c(c1)OCO2)c1ccncc1	-4	0	.	0.6	-1	-2	0	6	-1	10
COc1ccc2cc(-c3ccsc3)ncc2c1	1	-7	-3.6	-1.0	-3	-7	-4	-9	8	-23
CCCCC(c1nnnn1CC1CCCO1)N1CCN(c2cccc(C)c2C)CC1 (stereo unspecified)	1	-6	-1.1	-1.7	-2	-10	-1	-7	-9	-36
O=S(=O)(c1ccc(Cl)cc1)N1CCNCC1	-2	1	-2.4	-1.5	0	-2	0	8	2	-1
O=C(CC1C[C@H](C(=O)N2CCCCC2)[C@@]2(CCc3ccccc3)c3[nH]c4ccccc4c3CCN2C1=O)NCCC1=CCCCC1 (stereo partly specified)	-2	-4	-0.1	-1.8	-3	-7	-10	1	-2	-8
FC(F)(F)c1cccc(Nc2cc(-c3ccccc3)nc3ncnn23)c1	-2	1	-0.1	1.2	10	-8	3	-7	-3	12
CCCCNC(=S)N(CCO)Cc1cc2cc3c(cc2[nH]c1=O)OCCO3	-4	0	0.3	1.5	-2	-8	1	-1	9	14
COc1ccc(CN2CCN(S(=O)(=O)c3ccc(NC(C)=O)cc3)CC2)cc1OC	-3	-2	0.0	0.6	-3	0	4	7	-13	4
CC(OC(=O)Cn1nnc2ccccc21)C(=O)NC1CCCC1 (stereo unspecified)	2	-2	-2.5	-0.6	4	6	-3	-6	-3	8
CCOc1ncccc1C(=O)OCC(=O)NC(=O)NC(C)C	-1	-1	0.7	-0.4	0	-1	-4	-1	2	11
CS(=O)(=O)c1ccc(Cl)c(NC(=O)COc2ccc3c(c2)CCC3)c1	3	-2	0.3	-5.9	-3	3	2	13	-18	2
COc1ccccc1-c1nc(C#N)c(N2CCN(C(=O)c3ccco3)CC2)o1	-5	0	-0.4	-2.1	-3	1	-4	-8	-4	1
O=C(O)c1ccc2c(c1)C(=O)N(c1ccc(Nc3ccccc3)cc1)C2=O	-9	8	-1.5	-3.7	3	-1	6	.	6	.
COC(=O)c1ccc(CN2CCCCC2)cc1	-7	0	-0.2	-0.2	-4	-4	11	-6	7	5

Compound activity (PubChem BioAssay)
